Bioassay records from PubChem BioAssay.
mouse EphA4 binding – inhibitors of EphA4 binding to KYL peptide, primary screen, biochemical, colorimetric, mouse EphA4 (AID 689). Ephrin type-A receptor 4 (Mus musculus). EphA4-AP binding to KYL peptide, pNPP A405; higher % means a stronger effect. inhibition, % at 10 µM; hits with a dose series show IC50 in µM. 62,000 compounds, 0.1% hits; in the data active means a potency from the dose series; inactive means the rest, 99 in 100 with inhibition below about 22%
* hit, by the source's call. Only part of the results is shown (hit frequency here may not be typical).

The first 3 entries (preview)
SMILES | mouse EphA4 binding
COc1ccccc1NC(=O)c1[nH]c(C)c(C(C)=O)c1C | -12%
Cc1oc(-c2ccc(Cl)cc2)nc1CS(=O)CC(=O)NCc1cccs1 (centres undefined) | -7%
O=C(OCc1ccccc1)/C(=C/c1ccc(Cl)cc1)NC(=O)c1ccccc1Cl | -7%

All compounds of this part, from the start:
SMILES | mouse EphA4 binding
COc1ccccc1NC(=O)c1[nH]c(C)c(C(C)=O)c1C | -12%
Cc1oc(-c2ccc(Cl)cc2)nc1CS(=O)CC(=O)NCc1cccs1 (centres undefined) | -7%
O=C(OCc1ccccc1)/C(=C/c1ccc(Cl)cc1)NC(=O)c1ccccc1Cl | -7%
CN(C)CCCNc1c2c(c(C#N)c3nc4ccccc4n13)CCC2 | -8%
O=C(NCCc1c[nH]c2ccccc12)C1Cc2ccccc2CN1C(=O)c1ccco1 (centres undefined) | -2%
CC(=O)Nc1ccc(Oc2sc(C(=O)c3ccccc3)c(N)c2C#N)cc1 | -3%
CC(=O)Oc1cc2c(C(=O)NCCCN3CCOCC3)c(C)oc2c2ccccc12 | -9%
NC(=O)CN(c1ccccc1)C1SC(=O)N(Cc2ccccc2)C1=O (centres undefined) | -10%
O=C(COc1ccccc1)Nc1ncccn1 | -9%
COc1ccc(OCCCCOc2ccc(Cl)c(C)c2)cc1 | -9%
CC1(C(=O)NC2CCCCCCC2)CCC(=O)N1Cc1ccco1 (centres undefined) | -10%
Cc1sc(-n2c(C)cc(/C=N/n3cnnc3)c2C)c(C#N)c1C | -3%
Cn1nc(-c2ccc(Cl)cc2)c2cc(C(=O)NCC3CCCO3)sc21 (centres undefined) | 8%
NC(=O)Nc1ccc(Oc2c(F)c(F)c(F)c(F)c2F)cc1 | -4%
COc1ccc(CN2CC(C(=O)NCC3CCCO3)CC2=O)cc1 (centres undefined) | -10%
CN1C(=O)CC(NNC(=O)c2ccccc2)C1=O (centres undefined) | -12%
Cc1ccc2nsnc2c1NC(=O)c1ccc(Br)o1 | 6%
Cc1cccc(OCc2nc(-c3ccc(Cl)cc3)no2)c1 | -6%
c1ccc(Nc2ccc3nc4ccccc4nc3c2)cc1 | 31%
CCCN1CCN(C(=O)c2ccc(Sc3ccc(C)cc3)c(NC(C)=O)c2)CC1 | 3%
O=C(Cc1cccc2ccccc12)N/N=C/c1ccc(F)cc1 | -2%
CCOc1ccccc1NC(=O)c1cc(S(=O)(=O)N2CCC3(CC2)OCCO3)ccc1F | -4%
Cc1cc(C)nc(/N=C(/N)Nc2ccc(OCCc3ccccc3)cc2)n1 | -13%
COc1ccc(N(CC(=O)NN=C2CCCCCCC2)S(=O)(=O)c2ccccc2)cc1Cl | -22%
O=C1c2ccccc2C(=O)N1CCc1nc2ccccc2c(=O)n1Cc1ccco1 | -8%

Arranged by molar mass (descending): 3 of the compounds above
SMILES | mouse EphA4 binding
COc1ccc(N(CC(=O)NN=C2CCCCCCC2)S(=O)(=O)c2ccccc2)cc1Cl | -22%
CCOc1ccccc1NC(=O)c1cc(S(=O)(=O)N2CCC3(CC2)OCCO3)ccc1F | -4%
c1ccc(Nc2ccc3nc4ccccc4nc3c2)cc1 | 31%

5 of the compounds above, with values ahead of the structure.
mouse EphA4 binding | molecule
-9% | O=C(COc1ccccc1)Nc1ncccn1
-9% | COc1ccc(OCCCCOc2ccc(Cl)c(C)c2)cc1
-10% | CC1(C(=O)NC2CCCCCCC2)CCC(=O)N1Cc1ccco1 (centres undefined)
-3% | Cc1sc(-n2c(C)cc(/C=N/n3cnnc3)c2C)c(C#N)c1C
8% | Cn1nc(-c2ccc(Cl)cc2)c2cc(C(=O)NCC3CCCO3)sc21 (centres undefined)

The list continues:
SMILES | mouse EphA4 binding
O=C(/C=C\Nc1ccccn1)c1ccc2c(c1)OCO2 | 1%
O=C(NCCN1CCN(Cc2ccccc2Cl)CC1)C(=O)Nc1ccc(F)cc1 | -3%
CC(C)C(=O)N1CCN(c2ccccc2N)CC1 | -3%
COc1ccc(NC(=O)NC2(C(=O)N3CCCCCC3)CCCCC2)cc1 | -28%
CN1CCC(N(C)S(=O)(=O)c2ccccc2[N+](=O)[O-])CC1 | -6%
CCCCN1c2ccccc2N(CCCO)c2cc(C)nnc21 | 5%
CCOC(=O)Cc1cc(-c2ccccc2)nc2ccc3ccccc3c12 | -4%
CC(C)(O)c1cn(-c2nonc2N)nn1 | -11%
CCOc1cc(CNCc2cccs2)cc(Br)c1OC | -1%
COc1ccc(C(=O)NCC(=O)OCC(=O)c2ccc3c(c2)OCCO3)cc1 | -1%
COc1cc(NC(=O)c2ccc(NS(=O)(=O)c3c(C)noc3C)cc2)cc(OC)c1 | -8%
CC1OC2(OC1C)C(=O)Nc1ccccc12 (centres undefined) | -13%
Cn1nc(C(F)(F)F)c(C(=O)Nc2ccc(Cl)cc2)c1Cl | 2%
CCCc1nc(NCc2ccccn2)c2nnn(Cc3ccccc3F)c2n1 | -11%
O=C1CCc2cc(S(=O)(=O)NC(Cc3ccccc3)C(=O)NC3CCCCC3)ccc2N1 (centres undefined) | 9%
Cc1[nH]nc2c1C(c1ccccc1)C1=C(CC(C)(C)CC1=O)N2 (centres undefined) | 9%
O=C(c1ccc(F)cc1)N1CCN(C(=O)c2cccnc2)CC1 | -5%
Cc1ccc(-c2nc3ccccc3o2)cc1NC(=O)c1cccc(Br)c1 | -11%
Cc1ccc(N2CCN(S(=O)(=O)N3CCCCCC3)CC2)cc1Cl | -1%
Cc1ccc(CNC(=O)Cn2c(=O)oc3ccccc32)o1 | -8%
Cn1c(=O)oc2cc(S(=O)(=O)N3CCCC(C(=O)Nc4ccccn4)C3)ccc21 (centres undefined) | 4%
Cc1ccc(CNC(=O)/C(C#N)=C\c2ccc(N(C)C)cc2)cc1 | -6%
CCCCN(C)C(=O)c1cn(CC)c2ccc(S(=O)(=O)N(C)C)cc2c1=O | -2%
COc1ccc(C(=O)NC2=NCCS2)cc1OC | -9%
CCOc1ccc(/C=C\C(C)=N\O)cc1 | -14%
New compounds follow:
SMILES | mouse EphA4 binding
COc1ccc(NC(=O)CC(C)C)c([N+](=O)[O-])c1 | -9%
Cc1nn(-c2ccccc2)c(Cl)c1C(=O)Nc1c(C)n(C)n(-c2ccccc2)c1=O | -6%
CCc1cc(C=C(Cl)Cl)oc(=O)c1C | -12%
O=C(CN1CCN(S(=O)(=O)c2ccc(F)cc2)CC1)Nc1ccccc1F | -11%
O=C(NCC1CCC(C(=O)O)CC1)OCc1ccccc1 (centres undefined) | -9%
O=C(O)C=C1C2CC3CC(C2)CC1C3 | -5%
CC1(c2ccccc2)CC(C)(C)N(C(=O)CSc2nnc(N)s2)c2ccccc21 (centres undefined) | 5%
Cn1nc(Oc2nc(N3CCOCC3)nc(N3CCOCC3)n2)ccc1=O | -3%
COc1ccc(N=C(C)C2=C(O)CSC2=O)cc1 | 3%
CCCC(c1c(C)n(C)n(-c2ccccc2)c1=O)c1c(C)n(C)n(-c2ccccc2)c1=O | -10%
CC(=O)N1CCN(CCN=CC2=C(O)CC(c3cccs3)CC2=O)CC1 (centres undefined) | -6%
CCSCCOC(=O)C1=C(C)NC(=O)NC1c1cc(OC)ccc1OC (centres undefined) | -6%
CCn1c2ccccc2c2cc(NS(=O)(=O)c3ccc(C)cc3)ccc21 | -6%
COc1cc(NC(=O)C2CCCCC2)c(OC)cc1NC(=O)CN1CCCCC1 | -15%
Cc1nc2c3ccccc3nc(SCC(=O)N3CC(C)CC(C)C3)n2n1 (centres undefined) | 5%
Cc1ccc(OCc2nnc(SCC(=O)Nc3ccc4c(c3)OCCO4)n2Cc2ccco2)cc1 | -1%
Cc1c(NC(=O)CSc2nnc(COc3ccccc3)n2-c2ccccc2)c(=O)n(-c2ccccc2)n1C | -10%
CCCCn1c(SCC(N)=O)nc2c(sc3ccccc32)c1=O | 9%
Nc1c(S(=O)(=O)c2cccs2)c2nc3ccccc3nc2n1/N=C/c1cccc(O)c1 | -8%
CCCCN(CCCC)c1nc2ccccc2nc1C(C#N)C(=O)NCCCOC (centres undefined) | 14%
COc1cnc(SCc2ccc(Cl)c(Cl)c2)nc1Cl | -3%
CC(C)CC(=O)OCc1cn(-c2ccccc2)nn1 | -5%
Cn1c(=O)c2c(ncn2CC(=O)N2CCOCC2)n(C)c1=O | -17%
CNc1nc(-c2ccccc2)cc(C(F)(F)F)c1C#N | -5%
CC(=O)Oc1ccccc1/C=C1\C=C(c2ccc(Br)cc2)OC1=O | 12%
(continued)
SMILES | mouse EphA4 binding
Cc1nc(SCCC(C)C)c([N+](=O)[O-])[nH]1 | -9%
CCN1C(=O)/C(=C/C2CC=CCC2)SC1=S (centres undefined) | 0%
C/C(CC(=O)Nc1cc(Cl)ccc1Cl)=N\NC(N)=S | -10%
O=C(CN1CCN(S(=O)(=O)c2ccc(F)cc2)CC1)Nc1cccc(C(F)(F)F)c1 | -5%
O=C(c1cccc(C(F)(F)F)c1)N1CCC(O)(CS(=O)(=O)Cc2ccccc2Cl)CC1 | -4%
CCCc1cc(=O)oc2cc(OCC(=O)N(C)C)ccc12 | 1%
CC(C)N(C)C1CCN(C(=O)Nc2ccc(Cl)cc2)CC1 | -9%
Cc1cc(C)n(C(=O)CNC(=O)c2ccc3c(c2)OCCO3)n1 | -9%
O=c1ccc2ccc(OCc3ccccc3Cl)cc2o1 | -2%
CCOC(=O)N1CCC(c2[nH][nH]c(=O)c2C)CC1 | 3%
CC1=C(C#N)C(NC(=O)C(C)(C)C)(C(F)(F)F)C(=O)N1 (centres undefined) | -19%
O=C(Nc1ccc(-c2cn3ccsc3n2)cc1)C1COc2ccccc2O1 (centres undefined) | -7%
COc1cccc(OCc2nc3ccccc3[nH]2)c1 | -4%
Nc1nc(CSc2nc3ccccc3[nH]2)cs1 | 4%
COn1cnnc1-c1ccccc1 | 6%
O=C(c1ccccc1)c1nn(-c2ccccc2)c(=O)cc1C(F)(F)F | 3%
CC(C)c1nnc(NC(=O)CSc2nc3ccccc3s2)s1 | -18%
Cc1onc(-c2ccccc2)c1C(=O)NC(C)C | -8%
CN(C)/C=C/C(=O)c1ccc(N2CCN(c3ncc(C(F)(F)F)cc3Cl)CC2)cc1 | 27%
COc1ccc(CNc2nccs2)cc1 | 14%
CCS(=O)(=O)N1Cc2ccccc2CC1C(=O)OCC(=O)Nc1ccc(SC(F)F)cc1 (centres undefined) | 4%
O=C(NNC(=O)c1ccncc1)c1ccncc1 | 2%
Cc1ccc(NC(=O)C(=O)NCC(C)C)cc1 | -10%
Cn1c(COc2ccc(Cl)cc2)nc2ccccc2c1=O | -11%
CCOc1cc(/C=C2/C(=O)NN(c3ccc(I)cc3)C2=O)ccc1O | 0%
Additional results follow.
SMILES | mouse EphA4 binding
COc1ccc(C2CC(C(F)(F)F)n3nc(C(=O)Nc4ccc5c(c4)OCO5)cc3N2)cc1 (centres undefined) | 4%
O=C(Cc1ccc(F)cc1)NCc1ccccc1 | -8%
Cc1ccc(NS(=O)(=O)c2ccc([N+](=O)[O-])cc2)nc1 | -6%
O=C1C(Cl)=C(N2CCOCC2)C(=O)N1c1cccc(Cl)c1 | 4%
O=C(CSc1nnnn1-c1ccc2c(c1)OCCO2)Nc1nc2c(s1)CCCC2 | -3%
C/C(Cl)=C\Cn1c(Nc2cccc(C)c2)nc2c1c(=O)n(C)c(=O)n2C | -16%
O=C1C(=C2SCCCS2)CC/C1=C\c1ccc(F)cc1 | -7%
CC(=O)Nc1cc(C(=O)O)ccc1S(=O)(=O)c1ccc(C)cc1 | -9%
CC(C)NC(=O)CC(=O)N/N=C/c1ccc(Br)cc1 | 2%
COc1ccc2c(c1)CCc1c(C(=O)NCc3ccc(Cl)cc3)noc1-2 | -3%
CCC(=O)Nc1nnc(-c2ccco2)o1 | -7%
CN(C)S(=O)(=O)c1ccc(C(=O)Nc2ccc(CN3CCCC3)cc2)cc1 | -1%
COC(=O)CNC(=O)CN1C(=O)N(c2ccccc2)C(N(O)C(=O)Nc2ccccc2)C1(C)C (centres undefined) | 16%
CCOC(=O)C1=C(c2ccccc2)N=c2s/c(=C\c3cc(OC)c(OC)c(OC)c3)c(=O)n2C1c1cccs1 (centres undefined) | 1.5µM*
COc1ccc(-c2nn(-c3ccccc3)cc2/C=N/NC(=O)c2ccc(Br)o2)cc1 | -25%
Cn1cc(S(=O)(=O)CC(=O)N2CCCc3ccccc32)c2ccccc21 | -3%
O=C(C(Cc1ccccc1)n1cccc1)N1CCN(Cc2ccccc2)CC1 (centres undefined) | -10%
C=C(C)C1CC=C(CN2CC(C)OC(C)C2)CC1 (centres undefined) | -10%
COc1ccc(Cl)cc1NC(=O)c1ccc([N+](=O)[O-])cc1 | -11%
Cc1ccc2[nH]c3c(c2c1)CN(C(=O)CN1CCN(Cc2ccc4c(c2)OCO4)CC1)CC3 | 3%
C(=C\c1nc2ccccc2[nH]1)/c1ccccc1 | -6%
Cc1c(C(=O)N2CCCCC2)oc2ccc(S(=O)(=O)N3CC(C)CC(C)C3)cc12 (centres undefined) | -6%
COc1ccc(S(=O)(=O)Cc2ccc(C(=O)N3CCC(C(N)=O)CC3)o2)cc1 | -15%
Cc1ccc(S(=O)(=O)CCC(=O)c2ccc(O)cc2O)cc1 | 0%
O=C(c1cccn2c(=O)c3ccccc3nc12)N1CCN(Cc2ccc3c(c2)OCO3)CC1 | -2%
Going on with the list.
SMILES | mouse EphA4 binding
CCC(C)(C)NC(=O)C(c1cccn1C)N(C(=O)Cn1nnc2ccccc21)c1ccccc1OC (centres undefined) | 0%
COC(=O)c1cc(NC(=O)c2nccnc2C(=O)O)cc(C(=O)OC)c1 | 3%
CC(C)CN(CC(C)C)C(=O)/C=C/c1ccc(Cl)cc1 | 10%
COc1ccccc1-n1cnc2cc(NC(=O)c3ccc(C)cc3)ccc21 | 6%
COc1cccc(C(c2nnnn2Cc2ccco2)N2CCN(c3cccc(C)c3C)CC2)c1OC (centres undefined) | -24%
Cc1ccc(S(=O)(=O)N(C)CC(=O)O/N=C(\N)c2ccc([N+](=O)[O-])cc2)cc1 | -4%

As a short view, 2 of the compounds above:
SMILES | mouse EphA4 binding
CCC(C)(C)NC(=O)C(c1cccn1C)N(C(=O)Cn1nnc2ccccc21)c1ccccc1OC (centres undefined) | 0%
COC(=O)c1cc(NC(=O)c2nccnc2C(=O)O)cc(C(=O)OC)c1 | 3%
